XiGFP reactiv = activators of inactive X chromosome reactivation, primary screen, imaging, XiGFP fibroblasts, GFP high-content imaging, set 2; XiGFP mouse fibroblasts, % GFP-positive cells imaging, 3 d; cells co-treated with 5-aza-dC sensitizer; scaled so ellipticine positive control = 100%; activation, % at 7.58 µM; hit rate 0.055% among 360,000;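 active = mean normalized replicate activation at least 10% and every replicate at or above 10%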;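 note: 0% = median of on-plate neutral control wells and 100% = ellipticine 6 µM median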
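System: 68-5-11 XiGFP fibroblast line | Buffer or medium: DMEM containing 5-aza-dC | Compound: Single point | Times: Compounds 3 days, fix/stain 15 min at room temperature | Benchmarks: Positive control ellipticine, 6 µM final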
esBAF inh = Bmi1 luciferase reporter increase in mESCs, primary screen, esBAF inhibitor project, mouse ES cells, Bmi1 luciferase knock-in, single point. 24 h; 100% = twice the neutral-well signal. reporter increase, % at 12.5 µM. hit rate 2% among 350,000. AID 602393, 2012; in the data active = activation above about 40%;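 note: 0% = median of the plate's neutral control wells and 100% = double that signal; a rise in the Bmi1 reporter signal indicates esBAF inhibition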
RAD52 inh = RAD52 DNA annealing inhibitors, primary screen, biochemical, FRET, single point, set 2; recombinant RAD52 DNA annealing, FRET fluorescence; inhibition, % at 18.7 µM; hit rate 0.46% among 360,000; AID 651710, 2012;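 active = every replicate showing at least 50% inhibition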
Target sequence (P43351 whole entry, looked up): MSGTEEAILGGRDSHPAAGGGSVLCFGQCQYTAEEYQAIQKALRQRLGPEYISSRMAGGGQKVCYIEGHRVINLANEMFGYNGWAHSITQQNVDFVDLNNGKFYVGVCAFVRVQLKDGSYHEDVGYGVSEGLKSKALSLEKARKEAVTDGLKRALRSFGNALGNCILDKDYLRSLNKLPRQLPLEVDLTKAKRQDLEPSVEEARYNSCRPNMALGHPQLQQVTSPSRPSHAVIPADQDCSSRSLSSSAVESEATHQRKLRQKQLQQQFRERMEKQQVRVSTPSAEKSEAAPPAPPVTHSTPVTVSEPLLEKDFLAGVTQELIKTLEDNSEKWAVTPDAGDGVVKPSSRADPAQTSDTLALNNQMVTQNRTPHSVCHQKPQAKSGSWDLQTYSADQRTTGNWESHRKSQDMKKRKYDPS
INS-1E GSIS act = GLuc luminescence reporter in INS-1E cells, primary screen for activators of glucose-dependent secretion of insulin; hit rate 0.61% among 370,000; activation, % at 16.6 µM; AID 743287, 2014; INS-1E GLuc reporter insulin secretion, 2-3 h;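 active = lowest replicate activation of at least 40%, so every replicate reaches that level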;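 note: 0% = median of neutral control wells and 100% = median of IBMX positive control wells; some compounds called inactive have numbers as strong as hits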
RAD54 branch = inhibitors of human RAD54 branch migration, primary screen, biochemical, fluorescence, single point. DNA repair and recombination protein RAD54-like (Homo sapiens), Q92698. RAD54 Holliday junction branch migration, FAM/BHQ fluorescence. inhibition, % at 10.4 µM. hit rate 0.14% among 360,000. AID 602329, 2012;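 active = mean normalized replicate activity at least 40 and at least half of replicates scoring 40 or more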;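 note: 0% = median of neutral control wells and 100% = median of positive control wells; inhibitors cause a drop in the FAM fluorescence signal; in these data hits start at about 50%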
ERAP1 inh = human ERAP1 aminopeptidase inhibitors, primary screen, biochemical, single point, plate reader; inhibition, % at 10.7 µM; Endoplasmic reticulum aminopeptidase 1 (Homo sapiens), Q9NZ08; hit rate 0.15% among 340,000; recombinant ERAP1, Leu-AMC fluorescence, 60 min; AID 652197, 2013;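 active = mean replicate inhibition of at least 30%, or all replicates individually reaching that 30% level; inactive = mean below 30% and not every replicate reaching it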;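 note: 0% = neutral control wells and 100% = L-leucinethiol positive control wells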
CFTR F508del cor = F508del CFTR correction, initial screen, CFBE line, single point. CFBE cells, YFP halide quenching; stimulated with forskolin plus potentiator P3; % fluorescence drop versus neutral controls. activity (quench increase), % at 7.58 µM. hit rate 0.36% among 350,000. AID 720511, 2013;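 active = mean added fluorescence quench of at least 8% versus neutral control, with both replicates also reaching 8%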;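 note: cells transiently co-express mutant CFTR-F508del with the halide-sensitive YFP; corrector assay measuring rescue of mutant channel to the surface after 24 h compound exposure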
ARNT-TACC3 inh = disruptors of ARNT/TACC3 protein interaction, primary screen, biochemical, AlphaScreen, single concentration. inhibition, % at 9.99 µM. hit rate 0.66% among 390,000. AID 623870, 2012. Transforming acidic coiled-coil-containing protein 3 (Homo sapiens), Q9Y6A5. AlphaScreen His-ARNT PAS-B/GST-TACC3 binding, luminescence; TACC3 fragment carries E629A point mutation;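 active = mean inhibition of replicates at least 50% and at least half of replicates each reaching 50%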;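 note: 0% = complete ARNT plus TACC3 wells and 100% = ARNT alone without TACC3; many hits fall short of the cut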
* = called active by the depositor; . = no result given.

A first look, two compounds:
nr	canonical_smiles	XiGFP reactiv	esBAF inh	RAD52 inh	INS-1E GSIS act	RAD54 branch	ERAP1 inh	CFTR F508del cor	ARNT-TACC3 inh
1	C[C@H](CO)N1C[C@H](C)[C@H](CN(C)S(=O)(=O)c2ccccc2)Oc2c(NC(=O)Nc3ccc4c(c3)OCO4)cccc2C1=O	0.2	-8.4	-10.6	-13.6	7.6	2.4	0.6	-7.6
2	Cc1cc(NC(=O)COc2c(C)cccc2C)no1	-0.2	-0.5	-11.4	18.1	-3.7	4.8	-1.2	-11.5

Results, previewed entries included:
nr	canonical_smiles	XiGFP reactiv	esBAF inh	RAD52 inh	INS-1E GSIS act	RAD54 branch	ERAP1 inh	CFTR F508del cor	ARNT-TACC3 inh
1	C[C@H](CO)N1C[C@H](C)[C@H](CN(C)S(=O)(=O)c2ccccc2)Oc2c(NC(=O)Nc3ccc4c(c3)OCO4)cccc2C1=O	0.2	-8.4	-10.6	-13.6	7.6	2.4	0.6	-7.6
2	Cc1cc(NC(=O)COc2c(C)cccc2C)no1	-0.2	-0.5	-11.4	18.1	-3.7	4.8	-1.2	-11.5
3	CN(C)C(=O)[C@@H]1[C@@H](CO)[C@@H]2Cn3c(ccc(C4=CCCC4)c3=O)[C@H]1N2CC1CCCC1	0.2	.	4.0	-1.0	.	.	1.5	.
4	O=c1c2ccccc2ncn1-c1ccc([N+](=O)[O-])cc1[N+](=O)[O-]	0.2	9.2	-8.5	-34.3	-16.2	0.3	0.2	-0.3
5	Nc1cccnc1Oc1ccc(F)cc1	0.0	0.6	-9.6	.	.	.	-0.6	-0.3
6	COc1cc(/C=C2/SC(N)=NC2=O)ccc1Oc1ccc([N+](=O)[O-])cc1[N+](=O)[O-]	0.0	.	.	28.1	-3.7	.	.	-5.2
7	Cc1ccccc1-c1cnc(C(O)c2ccc(Cl)cc2C)[nH]1 (centres undefined)	0.0	0.1	-5.9	.	3.5	-3.6	1.6	.
8	O=C(C[C@@H]1C=C[C@H](NC(=O)CC2CC2)[C@H](CO)O1)NCC(F)(F)F	0.0	-0.1	4.8	-2.9	-3.4	-2.6	-1.7	15.0
9	COC(=O)c1ccc(N=NNc2ccc(C(=O)OC)cc2)cc1	-0.2	.	.	-2.5	-3.7	.	.	-3.1
10	CNCCCOc1ccc2c(c1)CCC2	-0.1	4.9	0.8	4.9	9.8	0.9	-2.4	-9.2
11	O=C([C@H]1[C@H](CO)[C@H]2Cn3c(cccc3=O)[C@H]2N1Cc1cocn1)N1CCC(Cc2ccccc2)CC1	0.1	0.3	-35.9	3.8	-4.6	6.7	.	21.2
12	N=c1c(S(=O)(=O)c2ccc(Cl)cc2)cc2c(=O)n3ccccc3nc2n1C1CCCCC1	-0.2	1.2	-8.9	10.9	-2.8	-2.2	2.2	-0.5
13	COc1ccc(CCN=C(N)NS(=O)(=O)c2ccccc2)cc1OC	0.3	.	1.8	20.9	.	-4.2	.	-7.6
14	C[n+]1cccc(NC(=O)c2ccccc2)c1	0.0	.	-15.5	10.6	.	.	0.6	.
15	COCCCNC(=O)[C@H]1O[C@@H](n2cnc3c(=O)[nH]c(N)nc32)[C@H](O)[C@@H]1O	0.2	.	-18.2	4.7	.	2.6	-0.2	.
16	CCCOc1ccc(C(=O)CCC(=O)NNC(=O)c2ccncc2)cc1	0.2	.	-6.0	2.9	13.1	1.3	-1.7	-17.4
17	O=C(Nc1ccc(Cl)c(S(=O)(=O)N2CCCCC2)c1)c1cnccn1	-0.1	15.3	-21.3	.	3.0	-1.6	2.2	-3.9
18	O=C(c1cc(-c2ccco2)nc2ccccc12)N1CCN(c2ccc(F)cc2)CC1	0.0	.	-10.7	.	.	4.2	.	5.0
19	O=C(CC(=O)N/N=C/c1ccc(C(=O)O)cc1)NCCc1ccccc1	0.2	7.4	-17.9	10.1	-0.7	-18.8	1.5	-2.6
20	Cc1cc(=O)c2cc(Br)ccc2[nH]1	.	3.4	.	-28.4	-5.1	.	.	1.8
21	CC1CCN(S(=O)(=O)c2ccc(C(=O)Nc3nnc(-c4ccco4)o3)cc2)CC1	0.1	10.3	-18.7	3.3	-1.8	-0.5	3.7	30.6
22	O=C(NN=Cc1ccccc1)C(Oc1ccccc1)c1ccccc1 (centres undefined)	0.0	.	-8.2	-1.8	.	3.0	-0.3	2.6
23	COc1ccc(/C=C/C(=O)Nc2nc(C)c(C(=O)N(C)C)s2)cc1OC	0.1	.	-0.8	9.4	11.1	0.7	.	-30.8
24	Cc1nc2c(-c3ccc(F)cc3)c(C)[nH]n2c(=O)c1Cl	0.0	-3.2	-7.2	-1.0	7.5	-2.9	-1.9	25.8
25	COc1ccccc1C(=O)NC(=O)COC(=O)CCNS(=O)(=O)c1ccccc1	0.0	.	-5.1	-1.0	-3.3	-1.2	-0.6	-0.1
26	FC(F)(F)c1ccc(-n2ccnc2)nc1	.	-45.5	6.1	.	-2.7	-6.7	.	1.1
27	COc1ccccc1N(C)C(=O)c1cc(S(=O)(=O)N2CCc3ccccc32)cn1C	0.0	3.9	-10.8	-36.5	4.9	3.6	0.5	2.9
28	O=C(C[C@H]1C[C@H]2c3cc(NC(=O)c4cccnc4)ccc3O[C@H]2[C@@H](CO)O1)NCc1cc(F)ccc1F	0.1	-3.1	-0.3	7.4	-2.8	0.8	0.7	3.3
29	C[C@@H]1CN([C@H](C)CO)C(=O)c2cc(NC(=O)c3ccncc3)ccc2O[C@@H](C)CCCCO[C@@H]1CN(C)S(=O)(=O)c1cccs1	0.0	6.2	-20.9	-18.6	-6.7	0.5	1.0	-1.9
30	Cc1cc(C)cc(NC(=O)CSc2nc(=O)n(CCN3CCOCC3)c3c2CCCC3)c1	0.3	-7.3	-2.2	22.5	.	3.7	-0.9	-6.4
31	COCCn1c(N)c(N(Cc2ccccc2)C(=O)C2=COCCO2)c(=O)[nH]c1=O	0.0	-3.8	-5.5	14.6	-0.3	57.7*	2.6	-6.6
32	C[C@@H]1CN([C@H](C)CO)S(=O)(=O)c2ccc(C#CCN(C)C)cc2O[C@@H]1CN(C)Cc1ccccn1	-1.3	4.7	3.3	20.6	-4.7	-6.8	-3.4	-1.0
33	Nc1nc2c(s1)COc1ccccc1-2	0.0	0.9	-12.6	-8.0	2.4	2.5	-1.7	11.2
34	COc1ccc(NC(=O)c2c(C(F)(F)F)nn(C)c2Cl)cc1	0.1	.	-20.8	-7.0	.	-1.4	-1.6	8.5
35	CC(C)CN1CCN(Cc2cccc3cccnc23)CC1CCO (centres undefined)	3.1	-9.2	-7.7	15.6	-0.5	-0.2	1.5	14.7
36	COc1cc(/C=C2\SC(=S)N(Nc3ncc(C(F)(F)F)cc3Cl)C2=O)cc(OC)c1OC	.	-6.0	.	-28.5	-8.3	.	.	10.8
37	C[C@H]1CN([C@@H](C)CO)S(=O)(=O)c2ccc(Br)cc2O[C@@H]1CN(C)C(=O)c1cnccn1	-0.7	1.5	0.0	25.2	-1.7	3.1	-0.8	8.1
38	CC(C)(C)c1cc(C(=O)N/N=C/c2ccncc2)n[nH]1	0.1	-4.3	8.7	9.2	-0.4	3.7	0.7	3.6
39	C[C@@H]1CN([C@@H](C)CO)S(=O)(=O)c2ccc(-c3ccncc3)cc2O[C@@H]1CN(C)S(C)(=O)=O	0.1	-5.3	8.6	10.6	-5.3	-4.1	0.7	1.0
40	CCn1ccc(C(=O)Nc2ncc(C)s2)n1	0.1	-17.5	-22.9	25.6	3.1	0.6	2.1	-5.0
41	O=C(C[C@@H]1CC[C@@H]2[C@H](COC[C@H](O)CN2Cc2ccccc2)O1)NCCc1ccccc1	0.2	-4.1	-16.3	-13.1	-8.9	-0.3	-0.7	-9.3
42	Cc1noc(C)c1NC(=O)N(C)C[C@H]1OCCCC[C@H](C)Oc2ccc(NC(=O)NC(C)C)cc2C(=O)N([C@@H](C)CO)C[C@H]1C	0.2	-3.6	-3.4	19.8	1.0	3.7	0.5	-2.6
43	O=C(CN1CCN(S(=O)(=O)c2ccccc2)CC1)Nc1ccc([N+](=O)[O-])cc1	0.2	.	3.2	-23.9	.	2.1	.	-1.0
44	COc1ccc(S(=O)(=O)Nc2ccc3c(c2)C(=O)N([C@H](C)CO)C[C@@H](C)[C@H](CN(C)Cc2ccc(Cl)c(Cl)c2)OCCCC[C@H](C)O3)cc1	-0.8	2.8	.	-21.7	-1.6	.	0.6	0.2
45	S=C(NCc1ccccc1)N1CCN(C(=S)NCc2ccccc2)CC1	0.2	-1.1	-18.7	10.2	7.1	-0.4	-1.4	-7.7
46	O=C1Nc2ccc(Cl)cc2C(C#CC2CC2)(C(F)(F)F)O1 (centres undefined)	0.0	6.8	-5.3	23.0	-2.0	0.0	1.7	-1.1
47	COc1ccc(NC(=O)c2cc(-c3ccc(OC)c(OC)c3)nc3ccccc23)c(OC)c1	0.0	16.5	1.4	7.2	3.9	3.4	1.6	-3.5
48	COc1ccc(CCNC(=O)c2cc3cc(F)ccc3nc2C)cc1OC	0.2	-16.4	-21.3	-0.5	-7.5	-3.6	.	-7.2

Sorted by molecular weight (high to low): some entries from above.
nr	canonical_smiles	XiGFP reactiv	esBAF inh	RAD52 inh	INS-1E GSIS act	RAD54 branch	ERAP1 inh	CFTR F508del cor	ARNT-TACC3 inh
36	COc1cc(/C=C2\SC(=S)N(Nc3ncc(C(F)(F)F)cc3Cl)C2=O)cc(OC)c1OC	.	-6.0	.	-28.5	-8.3	.	.	10.8
39	C[C@@H]1CN([C@@H](C)CO)S(=O)(=O)c2ccc(-c3ccncc3)cc2O[C@@H]1CN(C)S(C)(=O)=O	0.1	-5.3	8.6	10.6	-5.3	-4.1	0.7	1.0
47	COc1ccc(NC(=O)c2cc(-c3ccc(OC)c(OC)c3)nc3ccccc23)c(OC)c1	0.0	16.5	1.4	7.2	3.9	3.4	1.6	-3.5
41	O=C(C[C@@H]1CC[C@@H]2[C@H](COC[C@H](O)CN2Cc2ccccc2)O1)NCCc1ccccc1	0.2	-4.1	-16.3	-13.1	-8.9	-0.3	-0.7	-9.3
43	O=C(CN1CCN(S(=O)(=O)c2ccccc2)CC1)Nc1ccc([N+](=O)[O-])cc1	0.2	.	3.2	-23.9	.	2.1	.	-1.0
45	S=C(NCc1ccccc1)N1CCN(C(=S)NCc2ccccc2)CC1	0.2	-1.1	-18.7	10.2	7.1	-0.4	-1.4	-7.7
48	COc1ccc(CCNC(=O)c2cc3cc(F)ccc3nc2C)cc1OC	0.2	-16.4	-21.3	-0.5	-7.5	-3.6	.	-7.2
46	O=C1Nc2ccc(Cl)cc2C(C#CC2CC2)(C(F)(F)F)O1 (centres undefined)	0.0	6.8	-5.3	23.0	-2.0	0.0	1.7	-1.1
38	CC(C)(C)c1cc(C(=O)N/N=C/c2ccncc2)n[nH]1	0.1	-4.3	8.7	9.2	-0.4	3.7	0.7	3.6
40	CCn1ccc(C(=O)Nc2ncc(C)s2)n1	0.1	-17.5	-22.9	25.6	3.1	0.6	2.1	-5.0

Rows were taken by chance, and some 3.3% of all compounds hit somewhere here.
